Bioassay records: PubChem BioAssay, National Center for Advancing Translational Sciences (NCATS)
GLS inhibitor: blocks human kidney-isoform glutaminase activity | O94925 | GLS enzymatic activity, qHTS titration | Potency, µM (top dose mostly 45.5 µM), for inactives: top-dose activity change, negative = inhibition, most hits filed as inhibitors | hit rate 0.21% among 410,000; note: potency is the fitted concentration of half-maximal effect; % is set by controls: 0 for no effect and ±100 for the full control effect
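hKGA in 45 mM KH2PO4 pH 8.2, 0.02% Tween-20 with pin-transferred compounds; 1 mM L-glutamine (stock) plus glutamate oxidase/HRP/Amplex Red coupling added. Fluorescence read initially and after 30 min at RT.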
HP1b chromo inh: inhibitors of HP1-beta chromodomain binding to methylated histone tails; P83916; AlphaScreen HP1-beta / biotin-H3K9me3 peptide binding; Potency, µM (highest dose often 114 µM), without a hit: at the top dose activity change, negative = inhibition, most hits filed as inhibitors; hit rate 0.56% among 390,000; AID 540317; note: potency is the fitted concentration of half-maximal effect; nearly all actives have a fitted effect of over 70% in size; inactives centre near 23
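HP1-beta protein (50 nM final) preincubated 30 min at room temperature with biotinylated H3(1-18)K9me3 peptide (50 nM) in PBS pH 7.4, 0.01% Tween-20, then compound added for 30 min. AlphaScreen streptavidin donor/nickel chelate acceptor beads (10 ug/mL final), 30 min dark, luminescence read.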
ALOX12 inh: inhibitors of human 12S-lipoxygenase ALOX12; purified 12hLO, xylenol orange hydroperoxide absorbance; Potency, µM (series often up to 108 µM), inactives show top-dose activity change, negative = inhibition, most hits filed as inhibitors; hit rate 1.1% among 580,000; note: potency is the fitted concentration of half-maximal effect; % is set by controls: 0 for no effect and ±100 for the full control effect
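Hydroperoxide product was detected by ferrous iron/xylenol orange as the 573 to 405 nm absorbance ratio. Arachidonic acid at 40 uM (final) was turned over for 30 min at room temperature by 150 nM human 12hLO, pH 7.0 Hepes buffer, after 15 min compound preincubation.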
BAZ2B block: inhibitors of human BAZ2B bromodomain. Q9UIF8. AlphaScreen BAZ2B-H3K14Ac peptide displacement. Potency, µM (series often up to 114 µM), inactives show at the highest dose activity change, negative = inhibition, most hits filed as inhibitors. hit rate 4.4% among 360,000; note: potency is the fitted concentration of half-maximal effect; % is set by controls: 0 for no effect and ±100 for the full control effect; nearly all actives have a fitted effect of over 60% in size
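AlphaScreen luminescence quantifies BAZ2B engagement of H3K14Ac peptide; the protein and biotinylated peptide are both at 50 nM final, buffer PBS pH 7.4 with 0.01% Tween-20, all steps at room temperature.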
ERG-DNA inh: inhibitors of human ERG Ets domain-DNA interaction; fluorescence polarization, His-ERG Ets domain / labelled DNA; P11308; Potency, µM (titrated, usually from 76.9 µM), without a hit: at the top dose FP activity, negative = inhibition, hits mostly inhibitors; hit rate 0.028% among 370,000; active = well fitted inhibition curve with a large enough effect in the polarisation, with a control signal flat; inconclusive = small, poorly fitted or top-dose-only effect, or effect the other way, or a change in a side signal; inactive = no such curve, though single readings can be large or run the other way; the % refers to the polarisation;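 note: polarization taken with two DNA probes labelled with fluorescein and Texas red; potency is the fitted concentration of half-maximal effect; % of control where 0% means no effect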
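His-tagged ERG Ets domain (1 uM in the protein solution; 300mM KCl, 50mM Tris-HCl, 1mM EDTA, 1mM DTT, pH 7.5) received compound, then a probe mix of 5 nM fluorescein-DNA and 100nM Texas-615-DNA. Fluorescence polarization was read for both dyes.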
PI4K2A block: blocks human PI4K2A kinase activity | purified PI4K2A, ADP-Glo luminescence, 1 h; active compounds read low | hit rate 0.13% among 420,000 | Q9BTU6 | AID 1346378 | activity change, negative = inhibition, % at 76.9 µM; in the data active = activity change below about -50%; inconclusive = mostly about -30% to -49%;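 note: -100% = wells without enzyme as full effect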
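PI4K2A activity was measured by ADP-Glo luminescence: enzyme (4 ug/mL stock) and phosphatidylinositol (1.2 mM stock) in Tris pH 7.5/MgCl2/EGTA/Triton X-100 buffer were reacted with ATP (300 microM stock) for one hour at ambient temperature.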
JMJD2A Tudor: inhibitors of human JMJD2A Tudor domain; hit rate 4.4% among 390,000; O75164; AlphaScreen JMJD2A-Tudor / H3K4me3 peptide binding; AID 504339; Potency, µM (doses to about 114 µM), for inactives: top-dose activity change, negative = inhibition, hits mostly inhibitors; note: potency is the fitted concentration of half-maximal effect; % is set by controls: 0 for no effect and ±100 for the full control effect; nearly all actives have a fitted effect of over 50% in size
Target sequence (O75164 whole entry, looked up, the tested form may be a part): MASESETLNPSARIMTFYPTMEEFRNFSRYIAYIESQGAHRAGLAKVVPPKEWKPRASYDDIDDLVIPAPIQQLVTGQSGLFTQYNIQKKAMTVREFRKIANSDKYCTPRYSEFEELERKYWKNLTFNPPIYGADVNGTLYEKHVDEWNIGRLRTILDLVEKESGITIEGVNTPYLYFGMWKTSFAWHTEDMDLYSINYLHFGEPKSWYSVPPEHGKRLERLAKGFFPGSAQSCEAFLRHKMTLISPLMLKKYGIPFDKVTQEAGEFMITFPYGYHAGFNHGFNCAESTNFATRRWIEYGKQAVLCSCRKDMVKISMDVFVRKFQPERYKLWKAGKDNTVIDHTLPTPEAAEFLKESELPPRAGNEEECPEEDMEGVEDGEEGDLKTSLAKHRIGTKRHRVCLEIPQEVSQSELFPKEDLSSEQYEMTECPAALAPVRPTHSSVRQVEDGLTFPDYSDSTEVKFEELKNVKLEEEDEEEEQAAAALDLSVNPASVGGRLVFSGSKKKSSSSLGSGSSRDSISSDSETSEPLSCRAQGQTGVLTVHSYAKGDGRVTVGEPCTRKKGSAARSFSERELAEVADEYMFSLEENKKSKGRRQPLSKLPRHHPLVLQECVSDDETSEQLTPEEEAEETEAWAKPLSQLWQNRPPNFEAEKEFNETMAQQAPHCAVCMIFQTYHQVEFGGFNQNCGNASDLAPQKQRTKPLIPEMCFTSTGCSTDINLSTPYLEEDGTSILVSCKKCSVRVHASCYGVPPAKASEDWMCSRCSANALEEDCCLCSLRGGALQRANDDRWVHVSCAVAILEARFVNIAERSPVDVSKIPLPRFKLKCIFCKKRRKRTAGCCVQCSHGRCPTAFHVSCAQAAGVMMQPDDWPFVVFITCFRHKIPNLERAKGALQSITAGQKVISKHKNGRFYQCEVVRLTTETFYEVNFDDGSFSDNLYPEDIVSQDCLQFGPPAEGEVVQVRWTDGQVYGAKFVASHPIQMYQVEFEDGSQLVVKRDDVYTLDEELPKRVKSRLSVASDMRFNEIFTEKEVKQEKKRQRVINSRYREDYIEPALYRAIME
G9a inh: G9a (human) methyltransferase inhibition | Q96KQ7 | hit rate 8.8% among 350,000 | AID 504332 | Potency, µM (top dose mostly 102 µM), for inactives: at the highest dose activity, negative = inhibition, usual class: inhibitors | G9a H3K9 monomethylation, AlphaScreen, 2 h; note: potency is the fitted concentration of half-maximal effect; % is set by controls: 0 for no effect and ±100 for the full control effect; nearly all actives have a fitted effect of over 75% in size
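G9a (20 nM) preincubated 15 min RT with compounds, then 500 nM biotinylated H3K9 peptide and 20 uM SAM added; 2 h RT reaction. Monomethyl-H3K9 product detected by AlphaScreen with anti-H3K9me1 antibody, streptavidin donor and anti-rabbit IgG acceptor beads.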
RGS4 inh: inhibitors of human regulator of G protein signaling 4 | P49798 | Potency, µM (highest dose often 114 µM), without a hit: at the top dose activity change, negative = inhibition, hits mostly inhibitors | Transcreener GDP fluorescence polarization, RGS4-accelerated GTP hydrolysis | AID 504845 | hit rate 0.039% among 390,000; note: potency is the fitted concentration of half-maximal effect; % is set by controls: 0 for no effect and ±100 for the full control effect; nearly all actives have a fitted effect of over 75% in size; some results filed as inactive show a strong effect at the top dose
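MLSMR compounds (23 nl, pin-transferred) preincubated 10 min at room temperature with a 500nM (2x) first reagent, then RGS4 at 900nM (2x) plus Transcreener GDP mix added; fluorescence polarization (620/688 nm) read before and after 90 min at 30 °C.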
* hit, by the source's call; ? = inconclusive; / = no result given; & = joins results of further samples; [ ] = dose if it differs, or a comment. Unless noted, calls come from the whole dose curve; as a rule, active = well fitted curve in the direction sought with a large enough effect; inconclusive = small, poorly fitted or top-dose-only effect, or another doubt; inactive = no such curve, though single readings can be large; an effect the other way counts as inactive or inconclusive. A portion of the library. The share of hits here may be higher or lower than overall.

SMILES	GLS inhibitor	HP1b chromo inh	ALOX12 inh	BAZ2B block	ERG-DNA inh	PI4K2A block	JMJD2A Tudor	G9a inh	RGS4 inh
N#Cc1cccc(NCC(=O)Nc2ccc3c(c2)OCCO3)c1	3.6%	23.5%	-11.0%	-5.2%	-4.9%	3.3	-18.9%	-13.1%	-5.1%
O=C(NC1CCCCC1)C(c1ccc(F)cc1)N(C(=O)c1cccs1)c1ccc2c(c1)OCO2 (configuration not stated)	-1.9%	11.8%	13.4%	9.6%	/	-1.9	-12.2%	48.0%[12.7 µM]	26.7%
CCCN1CCN(CCNC(=O)Nc2cc(OC)cc(OC)c2)CC1	0.5%	15.5%	-10.2%	-10.3%	16.4%	-10.7	-16.0%	2.1%[59 µM]	11.9%
Cc1cc(-c2nc3ncccc3o2)ccc1NC(=O)COc1cc(C)c(Cl)c(C)c1	4.7%	26.1%	0.0%	-5.3%	-0.9%	-2.8	-6.9%	-32.9%[59 µM]	1.0%
Cc1cccc2sc(NC(=O)c3cc(S(=O)(=O)N(C)C)ccc3N3CCCC3)nc12	-7.5%	7.7%	0.0%	-29.5%	-0.2%	3.1	?	?	12.4%
COc1ccc(N2CCN(C(CNC(=O)C(=O)NCCCN(C)C)c3cccnc3)CC2)cc1 (configuration not stated)	62.0%[activator]	58.4%[activator]	-7.1%	2.1%	1.4%	0.0	-1.0%	0.8%[59 µM]	9.6%
NC(=O)c1ccc(NC(=O)COc2ccc(-n3cnnn3)cc2)cc1	-13.8%	8.3%	?	-10.9%	6.7%	-1.5	-21.4%	-3.4%[12.7 µM]	-9.3%
CC(C)(C)c1ccc(NC(=O)C2=CC=CN3CCS(=O)(=O)N=C23)cc1	1.0%	24.1%	4.3%	3.6%	-0.2%	-5.2	-10.4%	5.3%[2.33 µM]	-10.9%
CCOCCCN(C(=O)Cn1nnc(-c2ccc(C)o2)n1)C(C(=O)NC1CCCC1)c1ccco1 (configuration not stated)	2.7%	1.6%	-7.9%	-21.4%	4.5%	-2.2	-22.1%	-45.2%	0.0%
CC1(C)CC(=O)C/C(=N\NC(=S)NCc2ccccc2)C1	29.2%	50.4%[activator]	-26.5%	-19.2%	9.9%	5.3	-4.0%	34.9%	-3.0%
N#Cc1ccc(OCC(=O)NNC(=S)NC2CCCCC2)cc1	21.6%	46.5%[activator]	-5.6%	7.5%	-3.8%	-4.1	-10.4%	46.7%[2.33 µM]	-1.1%
CCOC(=O)C1CCCN(C(=O)COC(=O)c2cc(=O)c3ccccc3o2)C1 (configuration not stated)	6.4%	13.2%	-21.3%	6.4%	/	-0.5	-9.3%	-6.8%[59 µM]	8.4%
CN(C)S(=O)(=O)c1ccc2c(c1)nnn2CCNC(=O)Nc1ccc(Br)cc1	2.7%	39.3%[activator]	?	-11.3%	-0.2%	8.4	8.9%	6.5%[12.7 µM]	-21.3%
CCOc1ccc(C2c3c(oc4cc(C)c(C)cc4c3=O)C(=O)N2c2ccccn2)cc1 (configuration not stated)	-1.6%	23.1%	-7.2%	0.9%[57.1 µM]	0.3%	1.0	-14.4%	1.5%[59 µM]	1.4%
CCCn1c2ccccc2c2cnn(CC(=O)NCCCN3CCCCC3)c(=O)c21	-7.1%&0.5%	10.8%[57 µM]	-5.6%&-20.4%	-2.3%&-19.5%	-13.8%&-1.7%	-4.3&-10.5	-11.2%&-22.4%	13.8%	-14.0%&-10.4%
COc1ccc(OC)c(NC(=O)c2c3c(nc4ccccc24)CCC3)c1	-0.1%	12.2%	-6.2%	-34.2%	3.3%	-1.3	-25.0%	?	0.1%
Nc1ccc2nc(SCC(=O)N3CCOCC3)sc2c1	20.5%	31.3%[activator]	8.1%	-1.0%	?	0.0	-8.5%	-0.5%	-21.2%
O=C(NCCC1=CCCCC1)c1cc(-c2ccccn2)nc2ccccc12	0.0%	35.9%[activator]	0.5%	-14.3%	-1.5%	4.6	-7.9%	1.0%	34.0%
N#CC(c1ccccc1)c1ccc2c(C(F)(F)F)cc(C(F)(F)F)nc2n1 (configuration not stated)	-7.0%	14.1µM*	0.0%	10µM*	-1.3%	-10.4	44.7µM*	10µM*	12.1%
O=C(COC(=O)c1ccc(F)c(S(=O)(=O)N2CCOCC2)c1)Nc1ccc2[nH]c(=O)[nH]c2c1	2.5%	34.0%	-12.8%	-8.1%	-6.4%	-0.3	-9.1%	/	-12.6%
O=C(O)c1cc(-c2ccc(Cl)cc2)n(-c2ccccc2)n1	3.9%	46.3%[activator]	?	-1.9%	-19.4%	-5.7	0.7%	3.7%	10.9%
Cc1ccc(C(=O)N[C@H](C(=O)OCc2cc(=O)oc3cc(C)ccc23)C(C)C)cc1	2.1%	6.4%	10.4%	0.3%	-1.9%	-1.4	-17.8%	31.8%[59 µM]	-19.6%
COc1ccccc1NC(=O)CCCC(=O)OCC(F)(F)C(F)F	3.6%	26.4%	-12.2%	2.3%	/	0.2	-2.4%	-24.7%[59 µM]	21.7%
CC(=O)c1cccc(NC(=O)COC(=O)C2=COCCO2)c1	-3.9%	27.1%	-9.9%	-0.9%	6.8%	2.7	-16.1%	5.2%	-13.4%
CC(C)(C)OC(=O)N1CCC[C@H]1c1nnc(SCc2c(F)cccc2Cl)o1	-8.1%	-0.9%	10.4%	3.4%	-5.1%	-0.6	-10.3%[11.4 µM]	-2.3%	-8.2%[11.4 µM]
S=C(NCc1ccco1)N1CCC(c2nc3ccccc3o2)CC1	9.2%	10.3%	-7.8%	?	0.1%	0.8	-8.3%	?	2.4%
CC1(C(=O)N(CC(=O)NC2CCCC2)Cc2ccco2)CC(=O)N=C2C=CC=CN21 (configuration not stated)	2.7%	14.9%	2.4%	9.0%	-6.5%	-1.4	-8.0%	-5.0%[12.7 µM]	1.3%
CCOc1cc(/C=C(\C#N)C(=O)Nc2ccccn2)ccc1O	-1.8%	-10.8%	?	-24.2%	13.4%	10.3	-23.4%	44.7µM*	4.9%
O=C(COC(=O)CCS(=O)(=O)c1ccc(F)cc1)NC1CCCCC1	-1.7%	35.0%	197.3%[activator]	0.0%	14.4%	5.2	-6.7%	-9.5%[12.7 µM]	6.1%
Cc1ccc(OCc2nc(-c3ccccn3)no2)cc1	-0.6%	11.0%	8.5%	10.0%	/	-3.6	-12.2%	-11.1%	2.0%

Reprinted at random: 2 compounds from above
SMILES	GLS inhibitor	HP1b chromo inh	ALOX12 inh	BAZ2B block	ERG-DNA inh	PI4K2A block	JMJD2A Tudor	G9a inh	RGS4 inh
Nc1ccc2nc(SCC(=O)N3CCOCC3)sc2c1	20.5%	31.3%[activator]	8.1%	-1.0%	?	0.0	-8.5%	-0.5%	-21.2%
CCOc1ccc(C2c3c(oc4cc(C)c(C)cc4c3=O)C(=O)N2c2ccccn2)cc1 (configuration not stated)	-1.6%	23.1%	-7.2%	0.9%[57.1 µM]	0.3%	1.0	-14.4%	1.5%[59 µM]	1.4%

The list goes on.
SMILES	GLS inhibitor	HP1b chromo inh	ALOX12 inh	BAZ2B block	ERG-DNA inh	PI4K2A block	JMJD2A Tudor	G9a inh	RGS4 inh
Cc1cc(=O)[nH]c(N/N=C/C=C/c2ccccc2)n1	0.0%	18.6%	8.6%	0.8%	-1.3%	2.8	-28.5%	33.8%	-10.5%
C#CCN1C(=O)S/C(=C\c2ccc(-c3ccc(C(=O)O)cc3C)o2)C1=O	-9.8%	-27.3%	11.3%	50.1µM*	20.5%	-2.9	89.1µM*	?	?
CC(=O)N1N=C(c2ccc(Br)cc2)OC1(C)CC(=O)Nc1ccccc1 (configuration not stated)	4.9%	18.5%	?	-8.9%	7.4%	-4.7	-17.4%	-3.5%[59 µM]	-7.7%
O=C(Cc1ccccc1)Nc1c2c(nn1-c1cccc(Cl)c1)CS(=O)(=O)C2	0.1%	33.4%	-4.2%	4.1%	-2.8%	-1.0	-8.6%	?	-3.5%
Cc1cc(OCC(=O)N(C)C)c2c(-c3ccccc3)cc(=O)oc2c1	2.7%	68.9%[activator]	8.6%	6.7%	-12.6%	-3.4	-15.2%	18.2%	-16.0%
O=C(CN1CCN(Cc2ccc3c(c2)OCO3)CC1)Nc1ccc2[nH]c(=O)[nH]c2c1	-2.2%	13.0%	-4.2%	/	9.2%	-3.2	-8.9%	/	18.6%
O=[N+]([O-])c1cccc(-n2cc3ccc([N+](=O)[O-])cc3n2)c1	-2.3%	26.0%	220.3%[activator]	3.5%	-16.6%	-3.5	-9.0%	12.2%[59 µM]	-12.1%
COc1ccc(S(=O)(=O)/N=C2/NC(=O)/C(=C\c3cc(OC)c(OC)cc3[N+](=O)[O-])S2)cc1	-1.4%	-5.7%	?	?	-1.3%	3.5	-32.4%	-45.4%[59 µM]	?
